VP16 counter – inhibits Gal4-VP16 luciferase reporter, ROR gamma counter-screen; hit rate 3.5% among 310,000; Potency, µM (top dose mostly 53.6 µM), without a hit: at the highest dose activity, negative = inhibition, most hits filed as inhibitors; Drosophila S2 Gal4-VP16 UAS-luciferase, luminescence, 20 h;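 further: Gal4-VP16 expression switched on by copper sulfate through the metallothionein promoter; nearly all actives have a fitted effect of over 50% in size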
RORgamma inh – blocks mouse ROR gamma transcriptional activity; Drosophila S2 Gal4-RORgamma UAS-luciferase reporter, 20 h; AID 2551; Potency, µM (doses to about 53.6 µM), inactives show at the top dose activity change, negative = inhibition, actives largely listed as inhibitors; P51450; hit rate 5.4% among 310,000; further: nearly all actives have a fitted effect of over 60% in size
Target sequence (P51450 whole entry, looked up, the tested form may be a part): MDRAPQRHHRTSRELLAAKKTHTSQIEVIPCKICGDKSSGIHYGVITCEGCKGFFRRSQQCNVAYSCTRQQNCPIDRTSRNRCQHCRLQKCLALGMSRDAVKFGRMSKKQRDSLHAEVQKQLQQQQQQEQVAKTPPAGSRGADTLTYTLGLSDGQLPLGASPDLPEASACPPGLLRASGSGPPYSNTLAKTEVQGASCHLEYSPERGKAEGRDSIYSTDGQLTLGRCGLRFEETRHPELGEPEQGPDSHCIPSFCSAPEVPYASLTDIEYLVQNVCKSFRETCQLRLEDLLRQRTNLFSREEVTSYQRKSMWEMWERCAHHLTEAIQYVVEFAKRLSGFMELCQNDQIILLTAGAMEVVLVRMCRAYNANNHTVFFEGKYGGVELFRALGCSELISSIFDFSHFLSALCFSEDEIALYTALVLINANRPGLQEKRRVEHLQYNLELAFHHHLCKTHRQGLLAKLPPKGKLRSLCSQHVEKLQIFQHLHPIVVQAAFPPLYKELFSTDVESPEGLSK
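Read-out: Photinus luciferase luminescence; inhibitors lower reporter signal. Insect Schneider cells with Gal4-ROR gamma fusion under metallothionein promoter, UAS reporter; 700 uM final copper sulfate induction, 20 hr, ambient temperature.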
FLuc modulator – counter-screen for miR-21 project: firefly luciferase inhibitors or activators. P08659. purified FLuc, Km substrates, luminescence inhibition. Potency, µM (series often up to 57.5 µM), without a hit: at the highest dose activity change, negative = inhibition, hits mostly inhibitors. hit rate 6.9% among 360,000. AID 588342;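 further: plate controls were vehicle for no effect and reference inhibitor for full effect; nearly all actives have a fitted effect of over 55% in size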
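Biochemical qHTS of compounds, final roughly 60 µM downward over six points, against 10 nM purified firefly luciferase using Km concentrations of substrates (10 uM D-luciferin, 10 uM ATP) in Tris acetate pH 7.5 buffer; luminescence output.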
* marks the source's active call; other numbers are inactive results; ? = inconclusive; / = no result given; & = joins results of further samples; [ ] = another dose, or the depositor's remark. The call rests on the fitted dose curve; in most records, active means well fitted curve in the direction sought with a large enough effect; inconclusive means small, poorly fitted or top-dose-only effect, or another doubt; inactive means no such curve, though single readings can be large; an effect the other way counts as inactive or inconclusive. Unless noted, on the % scale 0 is the no-effect control and ±100 the full control effect; potency means the concentration at half of the fitted maximal effect. This is a subset. The share of hits here may be higher or lower than overall.

Sample of the layout (two entries):
compound	VP16 counter	RORgamma inh	FLuc modulator
C[C@@]12CC[C@H](O)C[C@@H]1CC[C@H]1[C@H]2CC[C@@]2(C)[C@@H](C3=CC(=O)OC3)CC[C@]12O	-3.2%[17 µM]	7.1%[16.9 µM]	/
COP(=S)(OC)Oc1ccc(S(=O)(=O)N(C)C)cc1	-3.2%	33.1%[10 µM]	/

All compounds of this part, previewed entries included:
compound	VP16 counter	RORgamma inh	FLuc modulator
C[C@@]12CC[C@H](O)C[C@@H]1CC[C@H]1[C@H]2CC[C@@]2(C)[C@@H](C3=CC(=O)OC3)CC[C@]12O	-3.2%[17 µM]	7.1%[16.9 µM]	/
COP(=S)(OC)Oc1ccc(S(=O)(=O)N(C)C)cc1	-3.2%	33.1%[10 µM]	/
C=CCC(O)(C(=O)OC)c1ccccc1 (stereo not drawn)	2.8%	10.2%	/
CCNN	-6.2%	-13.5%	/
[O]=[Cd]	-1.4%	1.4%	/
CO[C@@H](C)[C@](O)(C(=O)OCC1=CCN2CC[C@@H](O)[C@H]12)C(C)C	10.5%[17 µM]	-3.4%[16.9 µM]	/
O=c1c(O)c(-c2ccc(O)c(O)c2)oc2c(O)c(O)cc(O)c12	-16.1%	-14.0%	/
O=[N+]([O-])c1ccc(-c2[se]c3ccccc3c2I)cc1	6.4%	40.8%	/
C[C@@H](C1CC[C@@]2(O)C3=CC(=O)[C@@H]4C[C@@H](O)[C@@H](O)C[C@]4(C)[C@H]3CC[C@]12C)[C@H](O)CCC(C)(C)O (stereo partly drawn)	18.6%	-14.0%	/
C(=C/c1ccccc1)/CN1CCN(CCOC(c2ccccc2)c2ccccc2)CC1	?	?	/

Carrying on:
compound	VP16 counter	RORgamma inh	FLuc modulator
CC[C@@H](CO)NC(=O)[C@H]1C=C2c3cccc4c3c(cn4C)C[C@H]2N(C)C1	3.7%	-3.6%	/
COc1cc(C2c3cc4c(cc3C(O)[C@H]3COC(=O)C23)OCO4)cc(OC)c1OC (stereo partly drawn)	2.1%&-11.1%	?	/
CCCCCCC(=O)O[C@H]1CC[C@H]2[C@@H]3CCC4CC(=O)C=C(C)[C@]4(C)[C@H]3CC[C@]12C (stereo partly drawn)	5.7%	-10.8%	/
Ic1cncc(OC[C@@H]2CCN2)c1	-2.7%	13.6%	/
CCc1cccc(CC)c1NC1=NCCN1	-3.8%	8.9%	/
CC(C)(OOC(C)(C)c1ccccc1)c1ccccc1	3.8%	42.8%	/
CC(C)[C@@]1(NC(=O)[C@@H]2C[C@H]3c4cccc5[nH]cc(c45)C[C@@H]3N(C)C2)O[C@@]2(O)[C@H]3CCCN3C(=O)[C@H](Cc3ccccc3)N2C1=O	2.1%&-12.9%	21.9%&31.1%	/
O=C(O)CNCP(=O)(O)O	-10.4%	-19.2%	/
c1cc(CN2CCCC3(CCNCC3)C2)ccn1	3.0%	8.2%	/
O=c1cccc2n1CC1CC2CN(CCO)C1 (stereo not drawn)	1.7%	9.9%	/

The list goes on:
compound	VP16 counter	RORgamma inh	FLuc modulator
CCOc1ccc2c3c1O[C@H]1[C@@H](O)C=C[C@H]4[C@@H](C2)N(C)CC[C@@]341	2.5%	23.6%	/
CN(C(=O)Cc1ccc(Cl)c(Cl)c1)[C@H](CN1CCCC1)c1ccccc1	2.4%	-24.2%	/
CCS(=O)CCSP(=O)(OC)OC (stereo not drawn)	-7.5%	-2.4%	/
CN1CC[C@]2(C)c3cc(O)ccc3N(C)[C@@H]12	-3.5%[17 µM]	?	/
COc1cc2c(cc1OC)C1C(=O)c3c(cc4c(c3O)C=CC(C)(C)O4)OC1CO2 (stereo not drawn)	1µM*	2.82µM*	/
O=C(O)C(Cl)Cl	-0.5%&-6.3%&3.1%	-5.1%	/
CC(C)c1c(CN(C)[C@@H](C)Cc2ccccc2)n(C)n(-c2ccccc2)c1=O	13.7%[17 µM]	-0.9%[16.9 µM]	/
COc1ccc2c3c1O[C@H]1[C@@H](O)C=C[C@H]4C(C2)NCCC341 (stereo partly drawn)	2.1%	-7.1%	/
C[C@@H](Cc1ccccc1)NCCC(c1ccccc1)c1ccccc1	-5.0%[17 µM]	-10.1%[16.9 µM]	/
CCCCC[C@@H](/C=C/C=C\CCCCCCCC(=O)O)OO	-15.5%	-5.1%	/

(continued)
compound	VP16 counter	RORgamma inh	FLuc modulator
CC1OC(C)OC(C)O1 (stereo not drawn)	-14.6%&-14.9%	36.6%&-0.8%	/
CC(=O)O[C@H]1[C@H]2[C@@H](OC(=O)Cc3ccccc3)[C@@H](C)C[C@]2(OC(C)=O)C(=O)/C(C)=C/[C@@H]2[C@H](CC[C@@]13CO3)C2(C)C	0.1%	?	/
C#C[C@@]1(O)CC[C@@H]2[C@@H]3CCC4=CC(=O)CC[C@@]4(C)[C@H]3CC[C@]21C	-3.9%[17 µM]	-10.6%[16.9 µM]	/
Cc1ccc(NC(=O)Cn2cc(C(=O)c3ccccc3)c3ccccc32)c(C)c1	/	/	-3.6%
CCCc1ccc(OCC(=O)Nc2ccc(Cl)cc2C(=O)c2ccccc2)cc1	/	/	2.8%
Cc1oc(-c2ccc(Cl)cc2)nc1CN1C(=O)CN=C(c2ccccc2)c2cc(Cl)ccc21	/	/	5.2%
Cc1cccc(-n2c(/C=C\c3cccc(Br)c3)nc3ccccc3c2=O)c1	/	/	-5.4%
CCOC(=O)c1ccc(NC(=O)CSc2cc(=O)n(CC)c3ccccc23)cc1	/	/	?
CCCCc1nc2ccccc2c(=O)n1-c1cccc(OC)c1	/	/	-12.0%
C=Cc1ccc(Cn2c(C)c(CNCCc3cc(OC)ccc3OC)c(C(=O)O)c2C)cc1	/	/	-0.8%

Part of the list above, as labelled records.
O=C(O)C(Cl)Cl
  VP16 counter: -0.5%&-6.3%&3.1% | RORgamma inh: -5.1% | FLuc modulator: /
CC(C)c1c(CN(C)[C@@H](C)Cc2ccccc2)n(C)n(-c2ccccc2)c1=O
  VP16 counter: 13.7%[17 µM] | RORgamma inh: -0.9%[16.9 µM] | FLuc modulator: /
COc1ccc2c3c1O[C@H]1[C@@H](O)C=C[C@H]4C(C2)NCCC341 (stereo partly drawn)
  VP16 counter: 2.1% | RORgamma inh: -7.1% | FLuc modulator: /
C[C@@H](Cc1ccccc1)NCCC(c1ccccc1)c1ccccc1
  VP16 counter: -5.0%[17 µM] | RORgamma inh: -10.1%[16.9 µM] | FLuc modulator: /

More records:
compound	VP16 counter	RORgamma inh	FLuc modulator
COc1ccc(-n2c(/C=C/c3cccc(F)c3)nc3ccccc3c2=O)cc1Cl	/	/	4.6%
O=C(COc1ccccc1[N+](=O)[O-])N1CCN(CCc2ccccn2)CC1	/	/	-4.6%
Cc1cc(C)cc(-n2c(=O)[nH]c3ccccc3c2=O)c1	/	/	0.1%
COc1cccc(-n2c(/C=C/c3cccc(C)c3)nc3ccccc3c2=O)c1	/	/	-7.7%
Cc1ccc(-n2c(/C=C/c3cccc4ccccc34)nc3ccccc3c2=O)cc1	/	/	-6.2%
O=c1[nH]c2ccccc2c(=O)n1-c1ccc(Cl)c(Cl)c1	/	/	-0.7%
Cc1ccc(-c2nc(CN3C(=O)CN=C(c4ccccc4)c4cc(Cl)ccc43)c(C)o2)cc1	/	/	-1.9%
CCOc1ccc(C(=O)Nc2cccc(C(=O)OCc3cc(=O)n4nc(C5CC5)sc4n3)c2)cc1	/	/	1.9µM*
Cc1ccccc1-n1c(/C=C/c2ccc(O)cc2)nc2ccccc2c1=O	/	/	2.7%
COc1ccc(-c2nc(CN3C(=O)CN=C(c4ccccc4Cl)c4cc(Cl)ccc43)c(C)o2)cc1OC	/	/	-10.8%

The list continues:
compound	VP16 counter	RORgamma inh	FLuc modulator
O=C1CN=C(c2ccccc2)c2cc(Cl)ccc2N1Cc1ccc(Cl)cc1	/	/	-1.7%
Cc1ccc(NC(=O)N(Cc2ccc3c(c2)OCO3)C2CCN(Cc3ccccc3)CC2)cc1Cl	/	/	-1.3%
CCC12CN3CC(CC)(CN(C1)C3c1c(C)[nH]c(=O)[nH]c1=O)C2=O (stereo not drawn)	/	/	-1.3%
O=C(CN1C(=O)CN=C(c2ccccc2)c2ccccc21)Nc1cccc(C(F)(F)F)c1	/	/	-13.4%
O=c1c2ccccc2nc(/C=C\c2ccccc2F)n1-c1ccc(O)cc1	/	/	-0.2%
CCOc1ccc(CN(CCc2ccc3c(c2)OCO3)Cc2ccc(C)cc2)cc1	/	/	-0.5%
COc1ccc2c(c1)CCc1c(C(=O)Nc3c(C)nn(Cc4ccccc4C)c3C)noc1-2	/	/	?
O=C(c1ccc2c(c1)N(Cc1ccc(F)cc1Cl)C(=O)c1ccccc1S2)N1CCC2(CC1)OCCO2	/	/	-0.2%
CCc1nc(SC)ncc1C(=O)Nc1ccc(Cl)cc1C(=O)c1ccccc1	/	/	-1.5%
Cc1ccc(OCC(=O)Nc2ccc(Cl)cc2C(=O)c2ccccc2)cc1C	/	/	-1.6%

The listing continues:
compound	VP16 counter	RORgamma inh	FLuc modulator
COc1ccc(NC(=O)CN2C(=O)C(C)N=C(c3ccccc3)c3ccccc32)cc1OC (stereo not drawn)	/	/	5.8%
CCC12CCN(Cc3ccc(F)cc3)CC1Oc1c(O)cccc12 (stereo not drawn)	/	/	2.2%
CCN(CC)C(=O)c1ccc(NC(=O)Cn2nc(-c3ccc(C)cc3)c3ccccc3c2=O)cc1	/	/	?
Cc1ccc(-n2c(/C=C/c3cccc(C(F)(F)F)c3)nc3ccccc3c2=O)cc1	/	/	3.0%
Cc1cc(-n2c(/C=C/c3cccs3)nc3ccccc3c2=O)ccc1Br	/	/	-6.1%

Bioassay records from PubChem.
